EWS-Fli inh = blocks EWS/Fli oncoprotein-driven transcription | A673 NR0B1-luciferase reporter, viability-normalised | inhibition, % at 12.6 µM | actives 0.67% (n = 350,000) | AID 651661;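 active = mean inhibition of at least 50% after viability correction, with every replicate also passing that limit; inconclusive = mean reaches 50% but only one of two replicates passes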;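 also: firefly luciferase signal divided by Alamar Blue viability fluorescence both relative to DMSO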
SIRT5 block = sirtuin-5 (human) deacylase inhibition; Purified SirT5, succinyl-peptide AMC, trypsin-coupled fluorescence; inhibition, % at 15 µM; actives 1.1% (n = 330,000); in the data active = inhibition above about 15%; inconclusive = no clear call, values can overlap the other calls
Target sequence (Q9NXA8 whole entry, looked up): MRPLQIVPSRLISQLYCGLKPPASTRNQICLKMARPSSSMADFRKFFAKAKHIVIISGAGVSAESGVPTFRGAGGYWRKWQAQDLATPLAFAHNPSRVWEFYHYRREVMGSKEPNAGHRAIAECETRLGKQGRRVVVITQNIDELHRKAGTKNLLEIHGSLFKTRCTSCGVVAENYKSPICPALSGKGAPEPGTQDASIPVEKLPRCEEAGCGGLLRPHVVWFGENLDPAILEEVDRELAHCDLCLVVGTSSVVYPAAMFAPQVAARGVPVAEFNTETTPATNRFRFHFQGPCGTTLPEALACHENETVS
CASP6 VEID inh = caspase-6 (human) enzyme inhibition | AID 686996 | P55212 | actives 0.53% (n = 350,000) | inhibition, % at 12.5 µM | purified caspase-6, Z-VEID-R110 cleavage fluorescence;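 active = mean inhibition across replicates at least about 35%, with every replicate also reaching that limit, limit read from the data; inconclusive = only one of the two criteria met; inactive = neither criterion met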;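 also: 0% = median of neutral control wells and 100% = no fluorescence left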
Target sequence (P55212 24-179 limits assumed): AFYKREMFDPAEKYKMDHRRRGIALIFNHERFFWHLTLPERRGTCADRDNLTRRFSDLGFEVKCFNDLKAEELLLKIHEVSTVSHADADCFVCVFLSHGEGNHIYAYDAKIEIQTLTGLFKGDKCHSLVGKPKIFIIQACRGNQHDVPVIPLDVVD
Target sequence (P55212 194-293 limits assumed): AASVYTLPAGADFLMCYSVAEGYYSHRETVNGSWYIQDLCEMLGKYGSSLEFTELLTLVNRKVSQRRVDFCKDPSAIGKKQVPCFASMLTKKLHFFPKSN
LGR2 antag = Drosophila LGR2 receptor signaling inhibition; HEK293 LGR2, CRE-luciferase, bursicon-stimulated, 4 h; inhibition, % at 9.99 µM; actives 0.35% (n = 380,000); AID 720647;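 active = drop in luminescence signal, shown as inhibition above about 50% in the replicate tests, limit read from the data, passing the limit was not always enough; inconclusive = probably only some replicates passing the limit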;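 also: agonist challenge used bursicon conditioned medium at about half maximal strength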
DENV2 CPE = protects cells from dengue virus 2 cytopathic effect | DENV2-infected cells, cytopathic effect rescue, plate reader | CPE inhibition, % at 9.99 µM | actives 1.7% (n = 350,000); in the data active = CPE inhibition above about 20%, passing the limit was not always enough; inconclusive = no clear call, values can overlap the other calls; tested in BHK-21 cells;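 also: 0% = median of neutral control wells and 100% = median of positive control wells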
PAX8 reporter = lowers PAX8-driven luciferase in RMG-I cells. RMG-I TPO-luciferase reporter, SteadyGlo, 24 h. inhibition, % at 12.6 µM. actives 1.2% (n = 360,000). AID 652154;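 active = mean replicate inhibition at least 60% with every replicate also reaching 60%; inconclusive = only one of the two criteria is met; inactive = mean below 60% and not all replicates reaching 60%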;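 also: luciferase light reporting Pax8 driven TPO promoter activity; plate controls were median of neutral control wells for no effect and mitoxantrone controls for full effect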
ARNT TACC3 PPI = disrupts binding between human ARNT and TACC3 | Q9Y6A5 | AlphaScreen His-ARNT PAS-B/GST-TACC3 binding, luminescence; TACC3 fragment carries E629A point mutation | inhibition, % at 9.99 µM | actives 0.66% (n = 390,000) | AID 623870;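 active = mean inhibition of replicates at least 50% and at least half of replicates each reaching 50%; inconclusive = half or more replicates reach 50% but mean below 50%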;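 also: 0% = complete ARNT plus TACC3 wells and 100% = ARNT alone without TACC3; many hits fall short of the cut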
The depositor's hits bear a star; ? = inconclusive; · = no result given.

Each structure is followed by: EWS-Fli inh | SIRT5 block | CASP6 VEID inh | LGR2 antag | DENV2 CPE | PAX8 reporter | ARNT TACC3 PPI
- O=C(COc1ccc(Cl)cc1Cl)Nc1nnc(C2=COCCO2)o1
    -5 | 0 | 1 | 15 | 14 | -19 | 24
- COC(=O)c1ccccc1CSc1nsc(C)c1C#N
    10 | -4 | 1 | 19 | 2 | -14 | -11
- Cc1noc(C)c1S(=O)(=O)N(C)C[C@H]1Oc2ccc(NS(=O)(=O)c3ccc(Cl)cc3)cc2CC(=O)N([C@@H](C)CO)C[C@H]1C
    7 | 2 | · | 18 | -3 | -4 | -9
- O=C1CC(/C=C/c2ccccn2)=Nc2ccccc2N1
    -11 | -8 | 3 | -7 | -7 | 12 | 9
- CNC[C@@H]1OCCCC[C@H](C)Oc2ccc(NC(=O)Nc3cccc4ccccc34)cc2C(=O)N([C@H](C)CO)C[C@@H]1C
    -2 | · | · | 20 | · | 5 | ·
- O=C(COC(=O)CCc1c[nH]c(=O)[nH]1)Nc1ccccc1Cl
    · | -5 | 4 | -7 | · | · | -6
- O=C(CN1CCN(c2ccccc2F)CC1)NCc1ccccc1
    1 | 3 | 0 | -8 | ? | 19 | -2
- COc1ccc2c3c(n(C)c2c1)[C@H](CO)N(C(=O)c1ccncc1)CC31CN(CC2CC2)C1
    -21 | -5 | -10 | -6 | 8 | -28 | ·
- COc1ccc(OCC(=O)Nc2cccc(NC(=O)c3ccco3)c2)cc1
    -5 | · | 1 | 8 | 1 | -5 | 5
- O=C(NCc1ccco1)c1c(F)cccc1Cl
    · | · | · | -7 | · | -9 | -2
- Cc1ccc2[nH]c(=O)c(CN(Cc3cccs3)Cc3nnnn3Cc3ccccc3)cc2c1
    11 | -1 | -1 | -12 | · | · | -44
- Cc1nc(CNS(=O)(=O)c2ccccc2F)cs1
    -5 | -6 | 1 | -4 | -1 | -10 | -3
- Cc1ccnc(NC(=O)CN2C(=O)c3ccccc3S2(=O)=O)c1
    -15 | -4 | -2 | -13 | 4 | -7 | 1
- C[C@H](CO)N1C[C@H](C)[C@@H](CN(C)Cc2ccc(C(=O)O)cc2)Oc2ccc(NC(=O)CCC(F)(F)F)cc2CC1=O
    -2 | -5 | 1 | -23 | -5 | 11 | 6
- O=C(Cc1ccccn1)N1CC2(C1)[C@H](c1ccccc1)[C@H](CO)N2C(=O)c1cccnc1
    · | -4 | 1 | -3 | 1 | · | ·
- CN(CCC#N)C(=O)COC(=O)c1ccccc1C(=O)c1ccc(Cl)c([N+](=O)[O-])c1
    46 | -3 | 3 | · | · | 11 | -18
- O=C(NCc1ccccc1Cl)C1CCN(S(=O)(=O)N2CCCC2)CC1
    · | -1 | 2 | 6 | 0 | 7 | -3
- Cc1ccccc1-n1cc[nH]c1=S
    4 | 0 | 1 | 5 | -1 | 11 | -1
- Cn1c(=O)c2c(-c3ccccc3)n(-c3cc([N+](=O)[O-])ccc3N)cc2n(C)c1=O
    -34 | -4 | 4 | -12 | 4 | 7 | ·
- Cc1ccc2nc(C3CCCCC3)c(Cc3ccccc3)n2c1
    6 | -5 | 1 | 16 | 7 | -15 | ·
- CCNC(=O)C[C@H]1CC[C@@H]2[C@H](COC[C@@H](O)CN2C(=O)C2CC2)O1
    5 | -1 | -3 | -1 | ? | -6 | -3
- O=C(NCC(=O)N1CC=C(c2ccccc2)CC1)c1ccc(OC(F)F)cc1
    ? | -3 | 0 | · | -7 | 5 | 11
- CCCN(CC(=O)Nc1ccc(C)cc1Br)CC(=O)Nc1ccc(F)c(F)c1F
    · | · | · | 8 | · | 9 | -2
- CCOc1ccc(NC(=O)COC(=O)c2cc([N+](=O)[O-])ccc2N2CCOCC2)cc1
    6 | -1 | 2 | 6 | -5 | 26 | 12
- C/C(=N\NC(=O)c1cccc(S(=O)(=O)N2CCCC2)c1)c1ccc(C)cc1
    -8 | 1 | 2 | -1 | ? | 4 | 0
- CC(C(=O)N1CCc2ccccc21)N(C)CC(=O)Nc1ccc(F)cc1 (stereo not given)
    -1 | 1 | 0 | -2 | -3 | 5 | 8
- COc1cccc(NC(=O)N[C@@H]2C=C[C@@H](CC(=O)N3CCN(C)CC3)O[C@@H]2CO)c1
    5 | 1 | 0 | -6 | -3 | · | ·
- Cc1onc(-c2ccccc2Cl)c1C(=O)Nc1cccc(S(=O)(=O)N2CCOCC2)c1
    8 | 0 | 0 | 20 | -1 | 9 | ·
- Cc1noc(C)c1S(=O)(=O)Nc1ccc2c(c1)CC(=O)N([C@H](C)CO)C[C@@H](C)[C@H](CN(C)S(=O)(=O)c1cccs1)O2
    -2 | 1 | 1 | -2 | 1 | · | -1
- Cc1ccc(NC(=O)COC(=O)CCc2ccccc2)c(Cl)c1
    -8 | -4 | 0 | -3 | 4 | 21 | -2
- COc1ccc(CN2CCN(C(=O)c3cc(OC)c(OC)c(OC)c3)CC2)cc1OC
    10 | -3 | 0 | -2 | 2 | · | 1
- CCOC(=O)c1c(C)n2c3c(cc(C)cc13)CCC2
    -18 | -7 | 1 | -3 | 9 | 7 | -10
- O=C(N/N=C/c1ccsc1)c1ccccn1
    -44 | -7 | 2 | -43 | -1 | -125 | 44
- O=C(Nc1ccc(Cl)cc1)OCc1cn(-c2ccccc2)nn1
    -6 | 0 | 1 | -25 | 7 | 6 | -3
- N#C[C@H]1[C@@H](c2ccc(C#CC3CC3)cc2)[C@H](CO)N1S(=O)(=O)c1ccccc1
    7 | 1 | 1 | -3 | -2 | 33 | -13
- C[C@@H]1CN([C@H](C)CO)C(=O)c2cc(/C=C/c3ccccc3)cnc2O[C@@H]1CN(C)S(C)(=O)=O
    -4 | -16 | 3 | -13 | -3 | · | 4
- O=C(Cc1ccccc1)N1C[C@@H]2[C@H](c3ccccc31)[C@H](CO)N2C(=O)C1CC1
    -2 | -2 | 4 | 13 | 12 | -9 | 1
- COCCn1c(SCC(=O)N2CCCCCC2)nc2c([nH]c3ccccc32)c1=O
    · | -3 | 3 | -3 | -5 | · | -3
- C[C@@H]1CN([C@H](C)CO)C(=O)c2cc(NS(=O)(=O)c3ccc(F)cc3)ccc2O[C@H]1CN(C)Cc1ccc(C(=O)O)cc1
    -5 | -2 | -1 | 4 | -12 | · | -4
- O=C(N/N=C\c1cccnc1)c1cc(-c2ccc(Cl)s2)[nH]n1
    -6 | -1 | -4 | -9 | -3 | 5 | -4
- COC(=O)C(NC(=O)c1cccnc1Cl)C(C)C (stereo not given)
    17 | -4 | 0 | 1 | -6 | -5 | -6
- COc1ccc(C#Cc2cnc3c(c2)C(=O)N([C@@H](C)CO)C[C@@H](C)[C@H](CN(C)CC2CCOCC2)O3)cc1
    1 | -4 | -1 | 3 | -2 | 18 | 1
- O=C(Nc1ccc(F)cc1)c1cccnn1
    -20 | 0 | -2 | -12 | -2 | -17 | 0
- NC(=O)Cn1cc(/C=N\NS(=O)(=O)c2ccc(Cl)cc2)c2ccccc21
    4 | 14 | -2 | 7 | 6 | -4 | -2
- COc1ccc(CN(C(=O)c2cccc(OC)c2)C2CCS(=O)(=O)C2)cc1 (stereo not given)
    8 | 2 | -1 | 6 | -1 | -10 | ·
- CSCCC(NS(=O)(=O)c1ccc(C)cc1)C(=O)Nc1ccc(C)cn1 (stereo not given)
    -4 | -3 | -1 | 22 | -3 | -2 | 26
- CC1CCCN(S(=O)(=O)c2csc(C(N)=O)c2)C1 (stereo not given)
    0 | -1 | 0 | 0 | 3 | 8 | 0
- COc1ccccc1OCCOc1ccc(/C=C2\C(=N)N3N=C(C)SC3=NC2=O)cc1
    0 | -1 | 1 | -1 | -2 | -3 | -25
- CCCC(=O)N1CCC(Cc2ccccc2)CC1
    -2 | 5 | -3 | -5 | -2 | -4 | 31
- COc1cc(NC(=O)C2CC(c3cccc(Br)c3)=NO2)cc(OC)c1OC (stereo not given)
    6 | -1 | 3 | 7 | 1 | -10 | 6
- COc1ccc(S(=O)(=O)N(C)C[C@H]2OCCCC[C@@H](C)Oc3ccc(NS(=O)(=O)c4cn(C)cn4)cc3C(=O)N([C@H](C)CO)C[C@H]2C)cc1
    · | 3 | -3 | -1 | -4 | 7 | 1
- CC(c1ccccn1)C(C)(O)C(C)c1ccccn1 (stereo not given)
    -1 | · | 3 | -11 | -7 | -19 | -3
- O=C(O)CCC(=O)N1N=C(c2ccccc2)CC1c1cccs1 (stereo not given)
    0 | 4 | 0 | 6 | -4 | -2 | -4
- Cc1cccc(C)c1NC(=O)C(c1ccccc1)N1CC(=O)Nc2ccccc21 (stereo not given)
    2 | 0 | -2 | -2 | -3 | 14 | -6
- Cc1noc(/C=C/N(C)C)c1S(=O)(=O)N1CCN(c2ccccc2)CC1
    8 | 3 | 0 | -5 | 2 | 14 | -2
- C[C@H](CO)N1C[C@H](C)[C@H](CN(C)Cc2ccc(C(=O)O)cc2)OCCCC[C@H](C)Oc2ccc(NC(=O)Nc3ccc(F)cc3)cc2C1=O
    -1 | -2 | 0 | -5 | -6 | -4 | -5
- C[C@@H]1CN([C@H](C)CO)C(=O)CCCn2cc(nn2)CO[C@@H]1CN(C)Cc1ccc2cccnc2c1
    -1 | · | · | -4 | · | -4 | ·
- O=C(Nc1ccc(SC(F)F)cc1)c1ccccc1F
    -142 | -4 | -1 | -67 | · | -192 | -4
- Cc1ccc(NC(=O)c2nc[nH]c2C(=O)N[C@@H](C)C(=O)OC(C)(C)C)cc1
    2 | · | -1 | 5 | 98* | -3 | 1
- O=C(C[C@@H]1C=C[C@@H](NC(=O)C2CCC2)[C@@H](CO)O1)NCC1CC1
    3 | 1 | 8 | 1 | -8 | -1 | ·

(list continues)
Each structure is followed by: EWS-Fli inh | SIRT5 block | CASP6 VEID inh | LGR2 antag | DENV2 CPE | PAX8 reporter | ARNT TACC3 PPI
- COCCN1CCn2c(nc3cc(Nc4nnc(C)c5ccccc45)ccc32)C1
    -4 | -4 | -17 | -8 | 0 | -4 | 10
- O=C(c1ccco1)N1CCN(Cc2nnc(-c3cccc(Cl)c3)o2)CC1
    -1 | -5 | 8 | -11 | -1 | 3 | -3
- O=C(NC1CCCC1)[C@H]1[C@H](CO)[C@H]2Cn3c(ccc(-c4ccccc4)c3=O)[C@H]2N1CCc1ccccc1
    -3 | -28 | 1 | -4 | 4 | · | 6
- Cc1ccc(Cc2c(C)nc3nc(SCC(=O)NCCCN4CCCCCC4)nn3c2C)cc1
    -3 | -5 | -111 | 3 | -2 | -14 | ·
- CCOc1ccc(OCCn2c(=S)[nH]c3ccccc32)cc1
    11 | 2 | 5 | -10 | 1 | -15 | -1
- CCC(C)c1ccccc1NC(=O)COC(=O)c1ccc2c(c1)S(=O)(=O)c1ccccc1C2=O (stereo not given)
    · | · | · | 12 | · | 14 | 2
- Cc1c(Cl)c(-c2n[nH]c(=S)n2CC(C)C)nn1C
    -5 | -2 | 0 | -18 | -4 | 28 | -4
- O=C(/C=C/c1ccc(OCc2ccccc2)c(OCc2ccccc2)c1)c1cccnc1
    · | · | · | -16 | · | 5 | 0
- NC(=O)c1ccc(NC(=O)Cc2cccs2)cc1
    -1 | 2 | 33 | -2 | 0 | -23 | -2
- CCOC(=O)C(C)Oc1cccc2c(=O)n(CC(=O)NCCc3ccc(OC)c(OC)c3)ccc12 (stereo not given)
    15 | -4 | 2 | -13 | -2 | 12 | 1
- COc1ccc2nc(SCC(=O)Nc3ccc4[nH]c(=O)[nH]c4c3)[nH]c2c1
    4 | 9 | 1 | 15 | ? | 11 | -3
- CCOC(=O)c1c(-c2ccccc2)csc1NC(=O)/C(C#N)=C/c1ccc(OC)c(OC)c1
    · | · | · | 4 | · | -10 | -1
- Cc1ccc(-c2nn(-c3cccc(F)c3)cc2CNCCc2ccncc2)o1
    -20 | -4 | -4 | 2 | -3 | -11 | 7

Assay outcomes: PubChem, Broad Institute

Random draw from the library. About 4.9% of those tested had a hit in this group.
